L major viab: Leishmania major promastigote growth inhibition, primary screen; Leishmania major promastigotes, resazurin fluorescence viability; AID 1063, 2008; hit rate 9% among 200,000; inhibition, % at 10 µM; in the data active means inhibition above about 50%;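 further: promastigotes grown with compound for 44 hours at 28 °C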
PPARg SRC2 recr: agonists of PPARg-SRC-2 recruitment, primary screen, biochemical, HTS; AID 1032, 2008; hit rate 0.34% among 200,000; PPARgamma LBD-SRC-2 recruitment; activation, % at 8 µM; Peroxisome proliferator-activated receptor gamma (Homo sapiens), P37231; in the data active means activation above about 22%;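 further: 0% = vehicle and 100% = reference agonist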
Target sequence (P37231 whole entry, looked up, the tested form may be a part): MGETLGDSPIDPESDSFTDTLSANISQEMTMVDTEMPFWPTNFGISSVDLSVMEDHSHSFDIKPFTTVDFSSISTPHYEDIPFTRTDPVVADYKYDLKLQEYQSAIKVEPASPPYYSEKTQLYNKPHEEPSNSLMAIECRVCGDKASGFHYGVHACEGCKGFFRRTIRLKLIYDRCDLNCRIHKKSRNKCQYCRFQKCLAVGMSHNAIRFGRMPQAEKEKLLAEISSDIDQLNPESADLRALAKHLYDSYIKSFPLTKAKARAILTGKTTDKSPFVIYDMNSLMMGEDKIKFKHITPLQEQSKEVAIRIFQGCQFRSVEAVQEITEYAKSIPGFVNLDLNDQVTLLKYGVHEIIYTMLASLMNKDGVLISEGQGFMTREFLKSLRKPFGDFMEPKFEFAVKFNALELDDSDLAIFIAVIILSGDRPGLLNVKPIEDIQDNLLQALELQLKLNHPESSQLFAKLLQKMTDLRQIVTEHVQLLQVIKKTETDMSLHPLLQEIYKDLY
Efa HMGR inh: inhibitors of E. faecalis class II HMGR, primary screen, biochemical, Enterococcus faecalis; purified E. faecalis HMGR, NADPH absorbance 340 nm kinetic; inhibition, % at 10 µM; hit rate 0.41% among 190,000;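 active means inhibition above a set limit, the median over all tested compounds plus 3 SD, cut at about 9.5% in these data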;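 further: enzyme runs in reverse so mevalonate oxidation gives rising NADPH absorbance; 0% = complete reaction with DMSO and 100% = background rate lacking mevalonate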
S1P3 antag: S1P3 receptor antagonists, primary screen, cell-based | hit rate 0.27% among 170,000 | CHO S1P3 NFAT-BLA reporter, FRET fluorescence, antagonist mode | inhibition, % at 4.98 µM | AID 485, 2006;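 active means inhibition above the plate cutoff, the mean inhibition of test wells on that plate plus 3 SD, cut at about 28% in these data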;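 further: cells challenged with S1P at its EC80 of 0.8 µM; blue over green emission ratio from cleaved BLA substrate after 4 h stimulation; 0% = S1P-stimulated wells and 100% = unstimulated DMSO-only wells; some compounds past the cut are filed as inactive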
Target sequence (Q99500 whole entry, looked up): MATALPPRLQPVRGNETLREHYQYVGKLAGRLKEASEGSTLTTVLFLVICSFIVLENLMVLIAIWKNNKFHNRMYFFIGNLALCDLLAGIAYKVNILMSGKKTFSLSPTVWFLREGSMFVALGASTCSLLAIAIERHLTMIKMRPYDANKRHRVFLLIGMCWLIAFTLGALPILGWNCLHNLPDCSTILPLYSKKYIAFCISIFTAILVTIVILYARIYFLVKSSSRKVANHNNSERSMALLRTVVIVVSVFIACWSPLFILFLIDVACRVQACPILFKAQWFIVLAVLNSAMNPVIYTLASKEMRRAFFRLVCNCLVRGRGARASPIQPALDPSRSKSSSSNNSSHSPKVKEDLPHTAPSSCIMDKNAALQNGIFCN
bIAP inhibitor: bovine intestinal alkaline phosphatase inhibitors, primary screen, selectivity assay for TNAP inhibitor project, biochemical, bovine IAP, CDP-star luminescence | alkaline phosphatase, intestinal [Bos taurus] | purified bovine IAP, 30 min | inhibition, % at 20 µM | 190,000 tested, under 10 active | AID 1019, 2008;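 active means over 50% inhibition of intestinal alkaline phosphatase at 20 µM in the single-dose screen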
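System: purified bovine intestinal alkaline phosphatase (IAP) enzyme; Input: IAP diluted 1/65,000,000 in the well; Measured by: CDP-star luminescence signal; Compound dosing: 20 µM single dose; Incubation: 30 min reaction at room temperature.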
PPARg SRC3 recr: PPARgamma agonists recruiting SRC-3 coactivator, primary screen, biochemical; Peroxisome proliferator-activated receptor gamma (Homo sapiens), P37231; biochemical PPARgamma/SRC-3 coactivator recruitment assay; activation, % at 8 µM; hit rate 0.26% among 200,000; AID 731, 2007; in the data active means activation above about 23%;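 further: 0% = DMSO and 100% = reference agonist; some compounds past the cut are filed as inactive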
TR-FRET SRC-2 ct: TR-FRET signal artefacts, primary screen, artefact control for PPARgamma SRC-2 agonist project, biochemical. TR-FRET ratio at 8 µM. hit rate 0.4% among 200,000. TR-FRET artefact counter-screen; stronger effect = higher value; in the data active means TR-FRET ratio above about 2000; further: inactives centre near 1500
PPARg SRC1 recr: PPARgamma agonists recruiting SRC-1 coactivator, primary screen, biochemical. AID 631, 2007. activation, % at 8 µM. PPARgamma-SRC-1 coactivator recruitment biochemical assay. Peroxisome proliferator-activated receptor gamma (Homo sapiens), P37231. hit rate 0.41% among 200,000; in the data active means activation above about 19%;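 further: 0% = DMSO and 100% = reference agonist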
RAM network inh: inhibitors of the yeast RAM network, primary screen, dse1pr::URA3 reporter, 5-FOA selection. inhibition, % at 50 µM. AID 868, 2007. S. cerevisiae dse1pr::URA3 reporter, 5-FOA growth OD615, 2 d; analog-sensitive cbk1-as2 kinase mutant strain. hit rate 1.8% among 190,000;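 active means inhibition above a set limit, 3 SD over mean compound inhibition, cut at about 8.4% in these data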;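 further: 0% = DMSO-only wells with no growth and 100% = 10 µM 1-NA-PP1 full growth; inhibition rescues growth on 5-FOA so higher OD means more RAM inhibition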
Redox H2O2 prof: compounds producing H2O2 with reducing agent – biochemical, NIH compound library profiling, artefact control for MLSCN library redox annotation, primary screen; hit rate 0.03% among 200,000; activation, % at 10 µM; DTT-dependent redox cycling H2O2, phenol red/HRP absorbance; 100% = 100 µM peroxide control, 0% = buffer; AID 878, 2007;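 active means activation of at least 50% relative to the plate's high and low controls in the primary single-dose screen; inactive means activation below 50%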;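 further: compound incubated with DTT at 0.8 mM final as the reducing agent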
ROMK primary: ROMK potassium channel modulators, primary screen, cell-based, thallium flux, MLSMR library; ATP-sensitive inward rectifier potassium channel 1 (Homo sapiens), P48048; AID 1918, 2009; B-score at 10 µM; Tet-inducible ROMK, thallium flux fluorescence; actives lie on both sides; hit rate 2% among 130,000;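 active means signal ratio slope over the read window, or its plate-corrected B-score, at least 3 SD from the plate mean, either direction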;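 further: B-score of the F/F0 ratio slope over 7 to 12 s after thallium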
Starred values were filed as active, the others as inactive; . = no result given.

SMILES	L major viab	PPARg SRC2 recr	Efa HMGR inh	S1P3 antag	bIAP inhibitor	PPARg SRC3 recr	TR-FRET SRC-2 ct	PPARg SRC1 recr	RAM network inh	Redox H2O2 prof	ROMK primary
Cc1cccc(OCCCC(=O)Nc2ccccc2C(F)(F)F)c1	-1	3	-4	.	5	4	1347	10	3.0	1.1	-0.061
COc1ccc(CCN(Cc2nc3ccccc3c(=O)[nH]2)C(=O)c2ccco2)cc1OC	-5	-1	1	3	6	-1	1517	20*	4.8	1.5	0.62
Cc1cc(C)c(C#N)c(SCc2[nH]nc3c2C(c2ccccc2)C(C#N)=C(N)O3)n1 (stereo not drawn)	9	4	-1	.	7	2	1583	-2	2.2	0.1	0.4
O=C(O)c1ccc(-n2nnnc2Oc2cccc3cccnc23)cc1	-3	-1	-3	.	16	-8	1658	-2	4.7	2.4	.
COC(=O)C1=C(C)N(c2ccc(Cl)cc2)/C(=C/c2ccc(O)cc2)C1=O	84*	-9	0	-12	1	1	1590	-3	4.4	-0.1	-0.16
Cc1nc(N)sc1C(=O)N/N=C/c1cccnc1	-9	5	5	-11	-2	1	1508	-1	1.8	-1.2	0.042
Nc1ccc(C(=O)N/N=C\c2cc(N=Nc3cccc4ccccc34)ccc2O)cc1	99*	1	-2	.	31	-11	1382	-5	3.5	-5.0	.
O=C(c1ccc(Cl)cc1)N1CCC(c2nc(-c3cccs3)no2)CC1	87*	9	3	31	1	6	1570	8	0.5	1.1	.
CN1CCN(C2=CC3=CC(=C(C#N)C#N)CCC3CC2)CC1 (stereo not drawn)	43	10	4	-1	42	3	1545	8	2.6	0.1	.
O=C(CSc1nnc(-c2ccccc2Cl)o1)N1CCCCC1	-6	0	0	-18	11	4	1868	9	-2.1	-1.5	.
Cc1ccccc1OC1=NS(=O)(=O)c2ccccc21	-7	3	-10	-3	4	2	1501	2	-1.4	0.5	-2.6*
Cc1ccc(Sc2nc3c(c(=O)[nH]c(=O)n3C)n2CCc2ccccc2)cc1	10	-12	-8	.	-4	-4	1436	-4	3.4	-1.4	.
CN(CC(=O)Nc1ccccc1N1CCOCC1)S(=O)(=O)c1ccc(Cl)cc1	-1	0	0	.	12	-7	1505	-5	1.7	0.2	0.045
CCOC(=O)c1c(C)c(C(=O)NCc2cccs2)c(C)n1CC	12	-2	-3	-4	10	0	1477	1	1.4	-1.0	.
COc1cccc(-n2c(=O)c3c(C)c(C(=O)N(C)C)sc3n(CC(=O)NCCc3ccc(OC)c(OC)c3)c2=O)c1	2	9	-8	-10	-17	-5	1758	13	3.3	-1.6	1.2
Cc1cc(NC(=O)c2cccc([N+](=O)[O-])c2)n(-c2ccccc2)n1	0	6	1	1	25	0	1558	0	1.3	-0.2	0.97
CC(Sc1nncs1)C(=O)NCc1ccc2c(c1)OCO2 (stereo not drawn)	2	2	-6	-9	9	-4	1594	0	1.2	2.4	0.62
Cc1ccccc1NC(=O)C(NC1CCCCC1)C(C)C (stereo not drawn)	5	-3	-5	0	-6	1	1528	-4	2.4	-1.3	0.35
O=S(=O)(c1ccccc1)N1CCC2(CC1)OCCO2	-5	4	-2	12	1	2	1562	4	1.6	-0.9	0.93
CCCCC(C)n1[nH]c(=O)cc1N (stereo not drawn)	4	13	-2	.	19	4	1661	-3	0.3	0.0	-0.66
N=C1C(c2nc3ccccc3[nH]2)=C(O)CN1NC(=O)c1c[nH]c2ccccc12	-4	-2	2	1	-37	0	1626	0	0.3	-0.5	0.38
CCOc1ccccc1N1CCN(C(=O)c2cc(C)oc2C)CC1	3	8	2	7	14	7	1669	6	0.7	-3.1	.
O=C(NCc1n[nH]c(=S)n1-c1ccc(Cl)c(Cl)c1)c1ccc(S(=O)(=O)N2CCOCC2)cc1	0	0	-1	-19	9	-1	1348	-6	-0.7	-0.6	0.94
COc1ccc(NC(=S)N(CCCN2CCCC2)Cc2ccco2)cc1	14	-2	-3	-10	0	1	1425	0	1.0	-0.2	-2.3
Cc1nn(C)cc1CNC(=O)c1cccc(Cl)c1	-5	-3	0	.	35	-1	1596	1	0.0	-0.1	0.17
c1ccc(CSc2nnc3c(n2)OC(c2ccco2)Nc2ccccc2-3)cc1 (stereo not drawn)	20	10	-3	.	4	11	1772	6	2.9	0.7	.
O=C(OC1CCN(c2ncc(C(F)(F)F)cc2Cl)CC1)c1ccc(Cl)cc1	-3	7	-1	.	10	-1	1487	5	7.9	3.5	.
CCOC(=O)C1=C(C)NC2=C(C(=O)c3ccccc32)C1c1ccc(O)cc1 (stereo not drawn)	16	15	-7	17	4	6	1746	11	5.3	-0.3	.
Cc1sc(N)nc1C12CC3CC(CC(C3)C1)C2	11	3	-9	-14	4	-3	1529	6	1.0	6.8	-1.4
C#CCOCCOCCOCCNc1nc(N2CCN(C(=O)[C@H](CCCCN)n3cc(CCCC)nn3)CC2)nc(N2CCN(C(=O)[C@H](Cc3ccc(O)cc3)n3cc(CCO)nn3)CC2)n1	-5	-2	2	-7	42	-2	1374	8	0.7	0.1	0.11

Five successive records out of the list so far, for reference:
SMILES	L major viab	PPARg SRC2 recr	Efa HMGR inh	S1P3 antag	bIAP inhibitor	PPARg SRC3 recr	TR-FRET SRC-2 ct	PPARg SRC1 recr	RAM network inh	Redox H2O2 prof	ROMK primary
Cc1cc(NC(=O)c2cccc([N+](=O)[O-])c2)n(-c2ccccc2)n1	0	6	1	1	25	0	1558	0	1.3	-0.2	0.97
CC(Sc1nncs1)C(=O)NCc1ccc2c(c1)OCO2 (stereo not drawn)	2	2	-6	-9	9	-4	1594	0	1.2	2.4	0.62
Cc1ccccc1NC(=O)C(NC1CCCCC1)C(C)C (stereo not drawn)	5	-3	-5	0	-6	1	1528	-4	2.4	-1.3	0.35
O=S(=O)(c1ccccc1)N1CCC2(CC1)OCCO2	-5	4	-2	12	1	2	1562	4	1.6	-0.9	0.93
CCCCC(C)n1[nH]c(=O)cc1N (stereo not drawn)	4	13	-2	.	19	4	1661	-3	0.3	0.0	-0.66

Molecules above that contain two or more sulfur atoms (two):
SMILES	L major viab	PPARg SRC2 recr	Efa HMGR inh	S1P3 antag	bIAP inhibitor	PPARg SRC3 recr	TR-FRET SRC-2 ct	PPARg SRC1 recr	RAM network inh	Redox H2O2 prof	ROMK primary
CC(Sc1nncs1)C(=O)NCc1ccc2c(c1)OCO2 (stereo not drawn)	2	2	-6	-9	9	-4	1594	0	1.2	2.4	0.62
O=C(NCc1n[nH]c(=S)n1-c1ccc(Cl)c(Cl)c1)c1ccc(S(=O)(=O)N2CCOCC2)cc1	0	0	-1	-19	9	-1	1348	-6	-0.7	-0.6	0.94

The results go on:
SMILES	L major viab	PPARg SRC2 recr	Efa HMGR inh	S1P3 antag	bIAP inhibitor	PPARg SRC3 recr	TR-FRET SRC-2 ct	PPARg SRC1 recr	RAM network inh	Redox H2O2 prof	ROMK primary
COC(=O)C(Cc1c[nH]c2ccccc12)NC(=O)c1cc(-c2ccc(OC)c(OC)c2)oc1C (stereo not drawn)	2	7	0	6	1	7	1616	0	4.5	0.1	.
Cc1ccc(C(=O)CN2C(=O)C(C)Oc3ccccc32)cc1 (stereo not drawn)	-1	-2	-1	-10	-7	1	1547	-3	1.1	-0.6	0.012
CCOC(=O)c1nn(-c2cccc(C)c2)c2nnc(Cc3ccc(C)cc3)c(=O)n12	-9	-3	2	-1	4	4	1579	0	3.1	0.0	-0.082
CCc1cc(-c2n[nH]c(C)c2-c2nc(C)cs2)c(O)cc1OC	21	1	-2	-15	-42	-2	1442	6	-0.3	-1.0	1.8
CCN(CC)C(=O)C(=O)c1cccn1-c1ccc(C#N)cc1	-5	3	-6	13	5	2	1813	4	1.3	-0.9	0.052
COc1ccc(CCN=c2c([N+](=O)[O-])nn(-c3cccc(C)c3)n2O)cc1OC	50	-1	1	-4	5	0	1211	-3	-1.4	-2.0	0.14
C(=N\n1cnnc1)/c1cccnc1	-6	-3	4	.	9	0	1590	-2	1.3	0.1	-0.0011
COc1ccc(NC(=O)COC(=O)Cc2ccc(Br)cc2)cc1	-6	3	-4	-9	2	6	1430	5	4.5	0.3	-0.034
CCOc1cc(C2NC(=O)NC(C)=C2C(=O)NCc2ccccc2)c(Cl)cc1O (stereo not drawn)	-6	3	-7	.	3	0	1504	2	1.8	0.2	-0.061
COC(=O)c1cc(OC)c(OCc2cc(C(=O)OC)oc2C)c(OC)c1	1	7	-1	20	0	-1	1780	0	2.2	-5.2	-0.48
Cc1cccc(NC(=O)CCn2ccnc2C)c1	0	1	0	-9	3	-5	1457	1	1.4	1.9	-0.018
COc1ccc(CCN(Cc2cc3cc(C)ccc3[nH]c2=O)C(=O)N2CCCC2)cc1OC	0	-3	-2	-18	-25	2	1587	2	-1.1	-1.4	.
N/N=C1\CCCc2nonc21	-1	0	-3	1	-7	1	1809	-2	0.0	-0.6	-0.19
Cc1cccc(NC(=O)c2cccc(C(F)(F)F)c2)c1	13	-1	-4	-8	-3	0	1332	4	2.2	0.3	1.1
COC(CN(C(=O)CCl)C(C(=O)NC1CCCCC1)c1ccccc1C)OC (stereo not drawn)	68*	12	4	-4	8	2	1529	-1	2.7	0.1	-0.8
CCOC(=O)Cc1csc(NC(=O)CN2C(=O)c3ccccc3S2(=O)=O)n1	-7	17	1	.	-35	-3	1593	10	1.6	-1.4	.
COc1ccc(NC(=S)NNc2ccc([N+](=O)[O-])cc2S(=O)(=O)Nc2ccc(C)cc2C)cc1	1	3	4	2	1	5	1676	8	6.4	1.2	0.87
CCOC(=O)CNC(=O)Cn1cnc2ccc(S(=O)(=O)N3CCC(C)CC3)cc2c1=O	-5	-3	-1	-21	6	-3	1504	7	6.8	-0.3	-0.062
COc1ccccc1CN1C[C@@H]2C[C@@H](c3ccc(C)cc3)N3CCC[C@@]23C1=O	-1	5	1	-2	-18	-1	1331	-3	3.0	-0.7	-0.8
Cc1ccc(S(=O)(=O)NCCSc2nnc(N)s2)cc1	-2	-2	6	-19	5	-21	1448	-1	1.9	0.8	0.57
C/C(=N\N1CCN(Cc2ccc(C)cc2)CC1)c1ccco1	-2	-5	1	15	-23	5	1402	5	0.0	0.3	-0.23
CN(C)c1ccc(N=Nc2ccccc2C(=O)OCC(=O)Nc2ccccc2C(F)(F)F)cc1	4	14	0	9	6	0	1566	0	20*	0.5	0.042
S=C(NCc1cccs1)NCC1CCCO1 (stereo not drawn)	-5	3	-5	-1	1	1	1665	-3	0.4	-1.6	0.16
Cc1ccc(S(=O)(=O)NCCC(=O)NCc2ccco2)cc1	-6	8	-4	-7	-20	-1	1458	-4	2.5	0.1	0.96

An unsorted share of the library; any-hit rate near 13%.
